# Screening results deposited in PubChem BioAssay by The Scripps Research Institute Molecular Screening Center.
# PrPC TRFRET: inhibitors of human cell surface prion protein PrPC, primary screen, cell-based, TR-FRET | Major prion protein (Homo sapiens), P04156 | TR-FRET read-out | inhibition, % at 13.8 µM | 370,000 compounds, 0.43% hits; in the data active = inhibition above about 24%; also: 0% = median of the test wells and 100% = reference compound wells
# CCHF vOTU inh: CCHFV vOTU protease inhibitors, primary screen, biochemical, Pep-AMC substrate, fluorescence | inhibition, % at 11.5 µM | 370,000 compounds, 0.55% hits | AID 651958, 2012; in the data active = inhibition above about 30%; also: 0% = vehicle wells with enzyme and 100% = no enzyme wells
# * hit, by the source's call.
SMILES,PrPC TRFRET,CCHF vOTU inh
O=C(OC12CCCN(C1)/C(=C/c1ccc(Cl)cc1)C2)c1ccc(Cl)cc1 (stereo not given),-0.6,7.2
COc1cccc(NC(=O)Nc2c(-c3ccc(F)cc3)nc3ncccn23)c1,0.9,-14.2
C[C@H]1COc2cc(N3CCCC3)ccc2S(=O)(=O)N1C,0.2,3.2
CCOC(=O)C1=C[C@@H](C(C)(C)C)N(S(=O)(=O)c2ccc([N+](=O)[O-])cc2)[C@H]1c1cccc(Cl)c1,7.4,1.8
Nc1[nH]c(C(=O)c2ccccc2)c(-c2ccccc2Cl)c1C(=O)NCCc1c[nH]c2ccccc12,5.0,19.3
COC(=O)C[C@H]1CC[C@H](NC(=O)c2cccc(F)c2)[C@@H](CO)O1,6.3,8.6
COc1ccc(Cn2ccc3ccc(-c4ccc5ccn(Cc6cccc(F)c6)c5c4)cc32)cc1,-5.7,7.6
CN(C(N)=NC(=O)/C=C/c1ccccc1)C(C#Cc1ccccc1)Cc1ccccc1 (stereo not given),1.5,5.7
CCc1ccc(CCNC(=O)OC2CCC23CCC(c2ccccc2)CC3)cc1 (stereo not given),-0.9,13.8
COc1cccc(C(C(=O)NCc2ccccc2)N2CCN(C(=O)C3CCCO3)CC2)c1OC (stereo not given),-4.8,4.4
OC(c1ccccc1)(c1ccccc1)C1CCN(CCCOc2ccc(C(F)(F)F)cc2)CC1,-0.8,24.0
COc1cccc(N2CCN(CC(=O)NCc3c(F)cccc3F)CC2)c1,1.4,-1.7
C=CCN1CC(COc2ccc(OC)cc2)OCCS1(=O)=O (stereo not given),4.2,2.5
CCOC(=O)[C@]12CCCCC/C=C\1N(CCc1ccc(Cl)cc1)C(=O)[C@H]2CC(=O)NCc1cccs1,-0.9,8.1
O=C(OC12CCCN(C1)/C(=C/c1cccc(Cl)c1)C2)c1ccc(F)cc1 (stereo not given),5.4,7.6

# Given with values under each structure: 2 of the compounds above.
# Second line of a record: PrPC TRFRET, CCHF vOTU inh
- COc1cccc(C(C(=O)NCc2ccccc2)N2CCN(C(=O)C3CCCO3)CC2)c1OC (stereo not given)
  -4.8, 4.4
- OC(c1ccccc1)(c1ccccc1)C1CCN(CCCOc2ccc(C(F)(F)F)cc2)CC1
  -0.8, 24.0

# Next section.
SMILES,PrPC TRFRET,CCHF vOTU inh
O=C(Cc1cn(Cc2ccccc2)c2ccccc12)Nc1ccc(Nc2cccnc2)cc1,2.5,12.9
O=C(NCCc1ccccc1)OCc1cn(-c2ccc(F)cc2)nn1,-2.8,0.7
CCN(CC)C(=O)CC[C@@H]1CC[C@]2(CCCN(C(=O)C3CCCCC3)C2)O1,0.3,3.8
Cc1ccccc1CN1CCCCC(NC(=O)c2ccc(F)c(F)c2)C1=O (stereo not given),8.0,6.3
CS(=O)(=O)N[C@@H]1C[C@@H]2O[C@@H](CO)CC[C@@H]2O[C@@H]1CCc1ccc(/C=C/c2ccccc2)cc1,4.3,-10.8
O=C(NCC1COc2ccccc2O1)c1ccc(NC(=O)c2cccc(F)c2)cc1 (stereo not given),-6.8,-1.1
COc1ccc2ccccc2c1C=NNC(=O)c1cc(-c2ccc(C)c(C)c2)n[nH]1,8.0,-0.6
COC(=O)[C@]12C[C@H](CC(=O)N3CCN(C(=O)C4CC4)CC3)C(=O)N(Cc3ccccc3)C1=C[C@H](C1CCCC1)O[C@@H]2C,0.0,-0.2
CCOC(=O)C1CSCCS(=O)(=O)N1Cc1ccc(Cl)cc1 (stereo not given),9.8,-3.8
CSCCC(C(=O)Nc1c(C)cccc1C)n1c(COc2ccc(C)cc2)nc2ccccc21 (stereo not given),18.4,25.2
COc1ccc(OCc2nn3c(-c4ccccc4)nnc3s2)cc1,1.5,8.7
c1csc(-c2nnc(SCc3nc4ccccc4[nH]3)o2)c1,4.7,-6.7
O=S1(=O)c2ccc(Br)cc2OC[C@H](Cc2ccccc2)N1Cc1cn(Cc2ccc(Br)cc2)nn1,7.8,-2.8
O=C(Nc1ccc(F)cc1)C(CCc1ccccc1)N1CCN(CC(=O)N2CCCC2)CC1 (stereo not given),-3.1,6.4
C[C@H]1COc2cccc(NCCO)c2S(=O)(=O)N1,11.6,2.2

# Gathered by group, those above with fluorine.
SMILES,PrPC TRFRET,CCHF vOTU inh
COc1cccc(NC(=O)Nc2c(-c3ccc(F)cc3)nc3ncccn23)c1,0.9,-14.2
COC(=O)C[C@H]1CC[C@H](NC(=O)c2cccc(F)c2)[C@@H](CO)O1,6.3,8.6
COc1ccc(Cn2ccc3ccc(-c4ccc5ccn(Cc6cccc(F)c6)c5c4)cc32)cc1,-5.7,7.6
OC(c1ccccc1)(c1ccccc1)C1CCN(CCCOc2ccc(C(F)(F)F)cc2)CC1,-0.8,24.0
COc1cccc(N2CCN(CC(=O)NCc3c(F)cccc3F)CC2)c1,1.4,-1.7
O=C(OC12CCCN(C1)/C(=C/c1cccc(Cl)c1)C2)c1ccc(F)cc1 (stereo not given),5.4,7.6
O=C(NCCc1ccccc1)OCc1cn(-c2ccc(F)cc2)nn1,-2.8,0.7
Cc1ccccc1CN1CCCCC(NC(=O)c2ccc(F)c(F)c2)C1=O (stereo not given),8.0,6.3
O=C(NCC1COc2ccccc2O1)c1ccc(NC(=O)c2cccc(F)c2)cc1 (stereo not given),-6.8,-1.1
O=C(Nc1ccc(F)cc1)C(CCc1ccccc1)N1CCN(CC(=O)N2CCCC2)CC1 (stereo not given),-3.1,6.4

# (continued)
SMILES,PrPC TRFRET,CCHF vOTU inh
COc1cc(C=NN=c2sc3ccccc3n2C)ccc1OCCO,9.6,24.0
C=CCN=C1NC(c2ccccc2)C(C(=O)OC)=C(C)N1Cc1ccc(C(F)(F)F)cc1 (stereo not given),-4.6,1.0
C[C@H](CCCCC1(C)OCCO1)CCC(=O)N(c1ccccc1)c1ccccc1,-0.2,18.7
O=S1(=O)c2ccccc2-c2c(nnn2Cc2ccccc2)CN1C1CC1,0.3,-0.3
O=C(C1CCN(c2cncnc2)CC1)N1CCCC1,4.4,-0.1
O=C(NCc1ccccc1)C1C(c2ccc3c(c2)OCO3)=Nc2ccccc2N1C(=O)c1cccc2ccccc12 (stereo not given),1.9,1.6
CC(C)C(C(=O)NCc1ccccc1)N1CCN(CCN2CCOCC2)CC1 (stereo not given),1.1,-1.3
O=C(CC1CCCC1)N[C@H](C(=O)N1CCC[C@H]1C(=O)NCCc1ccccc1Cl)c1ccccc1,-4.6,-0.9
CC(=O)N1CCC(C(=O)N2c3ccccc3N=C(c3ccc(C(F)(F)F)cc3)C2C(=O)NC(C)(C)C)CC1 (stereo not given),-0.6,2.7
COC(=O)C12C=C3CC(C)=C3C(=O)N1Cc1[nH]c3ccccc3c1C2 (stereo not given),-3.4,-7.1
CCOC(=O)Cn1cc(CN2C(C(=O)OC)CN(C3CC3)CCS2(=O)=O)nn1 (stereo not given),-11.1,-2.0
COc1cccc(NC(=O)NC2CCCCN(Cc3ccc(C)cc3)C2=O)c1 (stereo not given),25.0*,17.2
Cc1ccc(S(=O)(=O)NCC(=O)N2CCN(c3ccccn3)CC2)cc1C,-5.3,-8.9
O=S1(=O)c2ccc(Br)cc2OC[C@@H](Cc2ccccc2)N1Cc1cn(Cc2ccccc2)nn1,-3.8,7.3
Cc1cc(C(=O)NN=Cc2cccc(O)c2)n[nH]1,-0.4,-0.3
CCCN1CCCCC(NC(=O)c2ccccc2C)C1=O (stereo not given),1.4,-14.5
CC(C)C[C@@H]1NC(=O)[C@H]2C[C@@]3(C)c4ccccc4N[C@H]3N2C1=O,1.1,-4.9
O=C(NCCc1c[nH]c2ccccc12)OCc1cn(-c2ccccc2Cl)nn1,2.4,-4.0
CC(=O)C1(C(=O)NCc2ccccc2)CC(c2ccccn2)=NO1 (stereo not given),-11.3,5.0
Cc1ccc[n+](C2=C([O-])c3ccccc3C(=O)C2=O)c1,-58.2,5.7
Oc1ccc(Br)c(CN2CCN(c3ncc(Cc4ccccc4)cn3)CC2)c1,1.5,7.0
COC(=O)[C@]12C[C@H](CC(=O)N3CCOCC3)C(=O)N(Cc3ccco3)C1=C[C@H](C(C)C)O[C@@H]2C1CC1,7.1,1.7
Cc1ccc(C(=O)NC2CCCCN(C)C2=O)cc1 (stereo not given),-3.3,-5.3
CC(=O)c1cc(-c2ccccc2S(=O)(=O)NC(C)(C)C)c(=O)n2c1CCC2,3.5,-8.0
CCCCN1CN2Cc3cc(F)ccc3C2CS1(=O)=O (stereo not given),0.0,-7.1
CCCN1CC(=O)N2[C@H](C[C@@]3(n4ccc5ccccc54)c4ccccc4N(S(=O)(=O)c4ccccc4)[C@@H]23)C1=O,6.9,-6.4
CCCCCCCCN1C(=O)N2Cc3cc(OC)ccc3C2CS1(=O)=O (stereo not given),4.2,1.1
CC(CO)(CO)NC(=O)c1ccc(C#Cc2cccc(F)c2)cn1,-2.7,-4.3
O=S1(=O)c2ccc(Br)cc2OC[C@@H](Cc2ccccc2)N1Cc1cn(Cc2ccco2)nn1,5.4,7.9
COc1ccc(NC(=O)N(CCc2c(C)[nH]c3ccccc23)Cc2cccs2)cc1OC,-4.2,-0.2
CCCCCNC(=O)C(c1ccc(-c2ccccc2)cc1)n1c(=O)c(-c2ccccc2)nc2ccccc21 (stereo not given),2.2,-7.8
Clc1ccc(CN2CCN(N=Cc3cccc(OCc4ccccc4)c3)CC2)cc1,5.1,9.0
CC(C)C[C@H]1COc2cc(Br)ccc2S(=O)(=O)N1Cc1ccc(F)cc1F,3.3,9.3
COC(=O)[C@]12C[C@H](CC(=O)N3CCN(C(=O)c4ccco4)CC3)C(=O)N(CCC3=CCCCC3)C1=C[C@H](C(C)(C)C)O[C@@H]2C,-1.5,19.1
COC(=O)C1CN(Cc2ccc(Cl)cc2)CCS(=O)(=O)N1Cc1cn(Cc2ccc(Cl)cc2)nn1 (stereo not given),8.1,9.5
O=C(NCCN1C(=O)C2C3C=CC(C3)C2C1=O)c1cc(F)cc(F)c1 (stereo not given),-2.8,-3.6
O=C(c1cccc(F)c1)N1CCCC(c2nc(-c3cccs3)no2)C1 (stereo not given),-1.5,-10.1
O=C1c2c(-c3ccc(Br)cc3)noc2CCN1Cc1cn(Cc2ccccc2)nn1,4.0,14.0
Cc1[nH]c2ccccc2c1CC(=O)Nc1ccc(Nc2cccnc2)c(Br)c1,2.1,-2.6
CCCc1nc2ccccc2n1C(C)C(=O)NC(C)(C)C (stereo not given),-8.3,-3.9
c1ccc(Cn2c(SCC3CCC3)nnc2-c2cccnc2)cc1,-3.3,-3.4
O=C(CN1C(=O)CCSc2ccccc21)Nc1cccc(Cl)c1F,-4.6,-4.5
CN(C)c1ccc(NC(=O)NC2CCCCN(Cc3cccc(Cl)c3)C2=O)cc1 (stereo not given),5.7,2.7
Cc1cccc(C)c1NC(=O)Cn1nnc(-c2ccncc2)n1,1.2,-2.0
C[C@H]1COc2c3ccc(I)cc3nn21,47.0*,3.9
CC1(C)CC(=O)C2=C(C1)NC(=O)CC2C(=O)NCc1ccc(F)cc1 (stereo not given),1.5,-6.7
Cc1[nH]nc2c1C(c1cccc(C(F)(F)F)c1)NC2=O (stereo not given),-0.6,-2.4
CCN(CC)c1ccc(C=NNC(=O)Cc2cc(=O)[nH][nH]2)c(O)c1,-8.3,3.2
O=C(CCc1ccccc1)N[C@H]1[C@H](OC(=O)c2cccnc2)CCC[C@@]12C(=O)N(Cc1ccccc1)c1ccccc12,9.6,1.1
CC(C)(C)S(=O)N1C[C@H]2CC(=O)C(CCO)=C2[C@@H]1CCO (stereo not given in full),5.7,10.1
CC(C)C[C@@H]1COc2cccc(NCCO)c2S(=O)(=O)N1,-4.9,6.2
Cc1ccc(Cn2cc(COC(=O)NCC(C)C)nn2)cc1,4.6,-0.9
CCOC(=O)[C@]12CCCC=C1N(Cc1ccccc1)C(=O)[C@H](CC(=O)N1CCN(C(=O)C3CC3)CC1)C2,2.1,10.6
Cc1ccc(OCc2nnc(SCC(=O)Nc3ccc4c(c3)OCO4)n2Cc2ccco2)cc1,22.8,10.3
COCCCNC(=O)C[C@@H]1C[C@@]2(C(=O)OC)CC(C)(C)CC=C2N(Cc2cccc3ccccc23)C1=O,7.5,7.7
O=C(NCc1ccccc1F)C1CCC(CNS(=O)(=O)c2cccc3cccnc23)CC1 (stereo not given),5.0,-5.3
CC(c1c[nH]c2ccccc12)c1c(-c2ccccc2)n(C)c2ccccc12 (stereo not given),1.3,-5.3

# Individual results from the list.
# O=C(CCc1ccccc1)N[C@H]1[C@H](OC(=O)c2cccnc2)CCC[C@@]12C(=O)N(Cc1ccccc1)c1ccccc12 – CCHF vOTU inh = 1.1
# CCN(CC)c1ccc(C=NNC(=O)Cc2cc(=O)[nH][nH]2)c(O)c1 – PrPC TRFRET = -8.3

# Only part of the results is shown; rates above refer to the full screens.
